Assay outcomes as filed in PubChem BioAssay.
ALDH1A1 inh: qHTS Assay for Inhibitors of Aldehyde Dehydrogenase 1 (ALDH1A1); Purified ALDH1A1, NADH fluorescence, propionaldehyde substrate; actives 7.3% (n = 220,000); Potency, µM (top dose mostly 75.3 µM), without a hit: top-dose activity, negative = inhibition, most hits filed as inhibitors; Aldehyde dehydrogenase 1A1 (Homo sapiens), P00352; active means well fitted inhibition curve with a large enough effect, not every such curve was filed as active; inconclusive means small, poorly fitted or top-dose-only effect, or another doubt; inactive means no such curve, though single readings can be large or run the other way;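 further: plate controls were no enzyme wells and a reference inhibitor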
Target sequence (P00352 whole entry, looked up): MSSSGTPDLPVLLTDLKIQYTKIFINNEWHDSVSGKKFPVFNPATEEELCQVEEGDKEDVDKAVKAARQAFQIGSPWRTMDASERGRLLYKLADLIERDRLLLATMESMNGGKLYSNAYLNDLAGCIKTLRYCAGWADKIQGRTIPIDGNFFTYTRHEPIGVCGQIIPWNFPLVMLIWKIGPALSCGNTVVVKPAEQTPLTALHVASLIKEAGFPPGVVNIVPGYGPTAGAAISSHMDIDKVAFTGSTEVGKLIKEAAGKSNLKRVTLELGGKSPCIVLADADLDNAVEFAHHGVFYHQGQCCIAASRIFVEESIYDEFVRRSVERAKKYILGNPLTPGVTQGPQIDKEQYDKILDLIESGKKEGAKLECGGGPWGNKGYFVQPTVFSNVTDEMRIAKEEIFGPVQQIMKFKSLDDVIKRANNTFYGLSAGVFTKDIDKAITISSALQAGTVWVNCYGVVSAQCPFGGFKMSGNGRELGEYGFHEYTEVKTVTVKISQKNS
GAA spleen mod: qHTS Assay for Inhibitors and Activators of Human alpha-Glucosidase From Spleen Homogenate; AID 2112, 2009; actives 0.006% (n = 240,000); Lysosomal alpha-glucosidase (Homo sapiens), P10253; Potency, µM (series often up to 79.9 µM), without a hit: at the top dose activity change, negative = inhibition, usual class: inhibitors; human spleen homogenate, 4-MU-alpha-glucoside fluorescence;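 further: 0% = enzyme with vehicle and -100% = no enzyme basal signal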
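Human spleen homogenate (1 ug) incubated with compounds and 1 mM 4-methylumbelliferyl-alpha-D-glucopyranoside in pH 5.0 citrate/phosphate buffer, 37 C, 40 min. Stopped at pH 10; 4-MU fluorescence (Ex 365/Em 440 nm); AC50 by Hill fit.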
Epigenetic derep: Quantitative High-Throughput Screen for Regulators of Epigenetic Control | Potency, µM (series often up to 53.9 µM), inactives show at the highest dose GFP activation, most hits filed as activators | actives 0.2% (n = 280,000) | murine LDR cells, GFP reporter derepression, 30 h; further: % of control where 0% means no effect; nearly all actives have a fitted effect of over 60% in size
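GFP-positive cell count by laser-scanning cytometry (objects 20–120 um) after 30 h, 37 C compound exposure of murine LDR cells; reporter is CMV-GFP integrated at a silenced locus, inducible by HDAC or DNMT inhibitors.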
aGal spleen mod: qHTS Assay for Inhibitors and Activators of Human alpha-Galactosidase From Spleen Homogenate; actives 0.008% (n = 240,000); human spleen homogenate, 4MU-alpha-Gal fluorescence, 40 min; Potency, µM (series often up to 80 µM), inactives show at the highest dose activity change, negative = inhibition, most hits filed as inhibitors;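 further: 0% = enzyme with vehicle and -100% = no enzyme basal signal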
Target sequence (P06280 32-429 limits assumed): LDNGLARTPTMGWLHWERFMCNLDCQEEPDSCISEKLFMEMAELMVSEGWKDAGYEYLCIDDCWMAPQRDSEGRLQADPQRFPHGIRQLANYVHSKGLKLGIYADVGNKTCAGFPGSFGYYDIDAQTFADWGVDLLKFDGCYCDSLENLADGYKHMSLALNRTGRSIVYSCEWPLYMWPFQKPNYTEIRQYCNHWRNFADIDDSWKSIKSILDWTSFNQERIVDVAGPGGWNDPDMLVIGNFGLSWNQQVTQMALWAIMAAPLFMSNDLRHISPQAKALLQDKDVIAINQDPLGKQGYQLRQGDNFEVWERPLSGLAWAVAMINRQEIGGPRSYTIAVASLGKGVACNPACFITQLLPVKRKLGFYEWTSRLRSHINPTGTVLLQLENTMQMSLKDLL
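Inhibition or activation of alpha-galactosidase in human spleen homogenate is scored by 4-MU fluorescence after 40 min at 37C, pH 5.0, with 1 mM substrate. AC50s come from concentration-response fitted to the Hill equation.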
NPSR antagonist: qHTS Assay for Antagonists of the Neuropeptide S Receptor: cAMP Signal Transduction. Q6W5P4. Potency, µM (titrated, usually from 38.3 µM), without a hit: top-dose activity change, negative = inhibition, actives largely listed as inhibitors. actives 1% (n = 220,000). CHO-NPSR cells, cAMP TR-FRET, antagonist mode; further: on the % scale 0 is the no-effect control and ±100 the full control effect; nearly all actives have a fitted effect of over 50% in size; many of its hits are not listed in these tables
GAA glycogen: qHTS Assay for Inhibitors and Activators of Human alpha-Glucosidase Cleavage of Glycogen | Lysosomal alpha-glucosidase (Homo sapiens), P10253 | recombinant GAA, glycogen substrate, Amplex Red glucose oxidase fluorescence | Potency, µM (doses to about 76.4 µM), inactives show at the highest dose activity change, negative = inhibition, hits mostly inhibitors | actives 0.38% (n = 300,000) | AID 2100, 2009;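 further: 0% = full enzyme reaction and -100% = no-enzyme basal signal; the screen sought inhibitors and activators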
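Recombinant human enzyme (4 nM); glycogen substrate; 37 C, 40 min, pH 5.0. Readout: coupled glucose oxidase/Amplex Red fluorescence.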
Tau fluor counter: Counterscreen qHTS for Inhibitors of Tau Fibril Formation, Fluorescence Polarization; tau K18 P301L (four-repeat tau fragment) Alexa594 fluorescence, heparin fibrillization; Potency, µM (highest dose often 57.7 µM), for the others: at the highest dose activity change, negative = decrease; actives 0.93% (n = 280,000); further: on the % scale 0 is the no-effect control and ±100 the full control effect; nearly all actives have a fitted effect of over 55% in size
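Human K18 P301L tau (15 uM unlabeled plus 0.24 uM Alexa 594-labeled, final) in 100 mM sodium acetate pH 7 was mixed with compound and 20 uM heparin and incubated 6 hr at 37 C.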
GAA inhib: qHTS Assay for Inhibitors of Human alpha-Glucosidase as a Potential Chaperone Treatment of Pompe Disease. purified human GAA, 4-MU-alpha-glucoside fluorescence. Potency, µM (highest dose often 76.9 µM), for inactives: at the top dose activity change, negative = inhibition, usual class: inhibitors. actives 0.005% (n = 200,000). AID 1466, 2008;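 further: plate controls were uninhibited enzyme wells for no effect and no-enzyme background for full effect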
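Endpoint fluorogenic read: 20 min room-temperature reaction of 4 nM human alpha-glucosidase with 400 uM 4-methylumbelliferyl-alpha-D-pyranoside, pH 5.0, quenched with 1M NaOH/1M glycine pH 10. AC50 from Hill modeling.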
Numbers without * were called inactive; ? = inconclusive; / = no result given; [ ] = another dose, or the depositor's remark. Unless noted, the call rests on the fitted dose curve; in most records, active means well fitted curve in the direction sought with a large enough effect; inconclusive means small, poorly fitted or top-dose-only effect, or another doubt; inactive means no such curve, though single readings can be large; an effect the other way counts as inactive or inconclusive. Potency means the concentration at half of the fitted maximal effect.

SMILES	Tau fluor counter	GAA inhib	ALDH1A1 inh	Epigenetic derep	GAA spleen mod	NPSR antagonist	aGal spleen mod	GAA glycogen
CCCCNC(=S)N(C)/N=C/c1c(F)c(F)c(F)c(F)c1F	-11%	?	-5%	-3.1%	-3%	-20%	-1%	-3%
COc1ccc(-c2c(=O)n(OCc3ccccc3[N+](=O)[O-])c3ccccc3[n+]2[O-])c(OC)c1	-18%	-2%	?	-4.9%	-9%	-16%	-8%	14%
CCOc1ccc(S(=O)(=O)N(C)c2ccc(OCC(=O)NCC3CCCO3)cc2)cc1 (configuration not stated)	-13%	2%	-12%	-0.2%	2%	-8%	-4%	?
COc1cc(NC(=O)c2cc(C)on2)cc(OC)c1OC	-12%	-7%	-7%	-2.9%	-5%	4%[46.1 µM]	-6%	-8%
CC1CCCN(C(=O)CN2C(=O)c3ccccc3C2=O)C1 (configuration not stated)	-4%	?	3%	1.2%	-4%	4%[46.1 µM]	-9%	6%
Cc1ccccc1NC(=O)c1sc2nc[nH]c(=O)c2c1C	-4%	-2%	7%	-2.1%	-3%	-6%[46.1 µM]	-2%	5%
Cc1cc(NC(=O)c2ccc(C#N)cc2)n(-c2ccccn2)n1	-1%	-6%	-1%	1.5%	-1%	11%	-1%	29%
O=C(NCc1ccco1)/C(=C/C=C\c1ccccc1)NC(=O)c1ccc(Br)o1	-3%	-13%	?	-2.7%	2%	-18%	-2%	-9%
CC(C)N(Cc1nc(-c2ccccc2)no1)C(=O)c1ccc2c(c1)OCO2	-7%	-2%	?	-0.2%	-7%	14%[46.1 µM]	5%	3%
O=C(c1ccc(N2CCOCC2)nc1)N1CCCCC1	5%	-5%	?	-0.4%	2%	1%[46.1 µM]	3%	-16%
COc1ccc(C2=NO[C@@H]3C(=O)N(Cc4ccccc4)C(=O)[C@H]23)cc1OC	-7%	0%	?	0.7%	9%	-20%[46.1 µM]	4%	3%
OC1O[C@H](c2ccc3c(c2)OCO3)[C@H]2CO[C@H](c3ccc4c(c3)OCO4)[C@@H]12 (some centres not stated)	16%	/	/	-1.2%	1%	9%	-3%	12%
Cc1ccsc1/C=N/n1c(-c2ccccn2)n[nH]c1=S	-12%	-5%	?	-1.1%	-5%	-5%	12%	-3%
CC(C)=C1C2CCC1C1C(=O)N(c3nccs3)C(=O)C21 (configuration not stated)	9%	-6%	-2%	0.1%	5%	11%	8%	-11%
Cc1oc(CC(C)C)cc1C(=O)Nc1cccc2ccccc12	-15%	-2%	-4%	-1.4%	-1%	-13%[46.1 µM]	-8%	0%
Cn1c(=O)c2cc(S(=O)(=O)N3CCC(c4ccccc4)CC3)ccc2n(C)c1=O	-7%	-4%	-2%	-2.1%	-2%	-8%[46.1 µM]	-1%	5%
CN(C1CCCCC1)S(=O)(=O)c1ccc(NC(=O)Cn2nc(-c3ccc(F)cc3)ccc2=O)cc1	-26%	-1%	13%	?	5%	-26%	3%	10%
Cc1cc(N2CCOCC2)nc2ccc(NC(=S)N3CCCCC3C)cc12 (configuration not stated)	16µM*[quencher]	?	?	11%	5%	-15%	16%	?
CC(C)(C)n1nnnc1C(c1cccnc1)N1CCN(c2ccccc2)CC1 (configuration not stated)	-5%	2%	14%	0.4%	-3%	-21%[46.1 µM]	3%	-4%
COc1ccc(OC)c(N2CC(O)(c3ccccc3)[N+]3=C2SCCC3)c1 (configuration not stated)	1%	3%	3%	-1.7%	3%	-5%	2%	5%

Among those listed so far, these have fluorine:
SMILES	Tau fluor counter	GAA inhib	ALDH1A1 inh	Epigenetic derep	GAA spleen mod	NPSR antagonist	aGal spleen mod	GAA glycogen
CCCCNC(=S)N(C)/N=C/c1c(F)c(F)c(F)c(F)c1F	-11%	?	-5%	-3.1%	-3%	-20%	-1%	-3%
CN(C1CCCCC1)S(=O)(=O)c1ccc(NC(=O)Cn2nc(-c3ccc(F)cc3)ccc2=O)cc1	-26%	-1%	13%	?	5%	-26%	3%	10%

Further structures
SMILES	Tau fluor counter	GAA inhib	ALDH1A1 inh	Epigenetic derep	GAA spleen mod	NPSR antagonist	aGal spleen mod	GAA glycogen
CN(CCC#N)C(=O)COC(=O)c1ccc(Cl)cc1O	5%	6%	4%	2.6%	-4%	17%	-3%	8%
Cc1cccc(N=C2CSC(=O)N2)c1	7%	-2%	2%	-2.9%	-5%	21%	9%	-4%
CCc1nnc(NC(=O)c2csc3c2CCC(C)C3)s1 (configuration not stated)	-5%	?	4%	2.1%	2%	17%	-5%	18%
Clc1ccc(CSc2nnc([C@@H]3CCCN3)o2)cc1Cl	0%	-8%	1%	1.2%	-3%	6%[46.1 µM]	-3%	-10%
COc1cccc(NC(=O)CSC(N)=O)c1	3%	-3%	17%	1.9%	-3%	11%	15%	6%
CSc1cccc(NC(=O)C(C)Sc2ccc(C)cc2)c1 (configuration not stated)	?	0%	13%	-0.7%	-9%	-16%[46.1 µM]	-14%	-14%
CSC(N)=NCCCC(N)C(=O)O (configuration not stated)	-3%	/	10%	2.0%	-1%	/	10%	/
CCc1c(C)nc(SCC(=O)NNC(=O)Cc2ccc(OC)cc2)[nH]c1=O	-14%	/	/	1.4%	-6%	11%	-16%	4%
CC(C)C(NC(=O)C(c1ccccc1)c1ccccc1)c1nc2ccccc2[nH]1 (configuration not stated)	1%	0%	9%	6.7%	2%	-28%[46.1 µM]	7%	4%
NNc1nc(Nc2ccccc2)nc(N2CCCCC2)n1	?	0%	6%	1.4%	-10%	-17%[46.1 µM]	13%	?

Some entries already given with just ALDH1A1 inh, aGal spleen mod and GAA glycogen:
Structure	ALDH1A1 inh	aGal spleen mod	GAA glycogen
CSC(N)=NCCCC(N)C(=O)O (configuration not stated)	10%	10%	/
CSc1cccc(NC(=O)C(C)Sc2ccc(C)cc2)c1 (configuration not stated)	13%	-14%	-14%
COc1cccc(NC(=O)CSC(N)=O)c1	17%	15%	6%

Additional records.
SMILES	Tau fluor counter	GAA inhib	ALDH1A1 inh	Epigenetic derep	GAA spleen mod	NPSR antagonist	aGal spleen mod	GAA glycogen
NS(=O)(=O)c1ccc(N=Cc2c(O)c3ccccc3oc2=O)cc1	-4%	2%	?	-0.2%	-3%	-25%	-4%	-4%
CC(O)CNCCCOc1cccc(Oc2ccccc2)c1 (configuration not stated)	-3%	-1%	-4%	-0.1%	5%	9%	-7%	-3%
Cc1cc(Cl)c(S(=O)(=O)N2CCN(c3ccc(F)cc3)CC2)cc1OCC(=O)NC1CCCCC1	-22%	-12%	-4%	0.1%	0%	-27%[46.1 µM]	1%	-9%
COc1cccc2cc(C(=O)C3=C(O)C(=O)N(CCN(C)C)C3c3ccc(F)cc3)oc12 (configuration not stated)	1%	1%[15.4 µM]	-13%	0.8%	2%	27%[46.1 µM]	3%	-7%
CCCn1c(C)nc2c(N(C)CCN(C)C)nc(C)nc21	-14%	/	6%	0.3%	8%	/	7%	/
Cn1cc(S(=O)(=O)CC(=O)Nc2ccc3c(c2)OCO3)c2ccccc21	-14%	-4%	-6%	-1.0%	1%	6%[46.1 µM]	-2%	-3%
O=C(CSc1ccc(F)cc1)Nc1ccccc1Br	-7%	2%	2%	-0.2%	/	-9%	-2%	0%
CCOC(=O)c1sc(-c2ccc(Cl)cc2)nc1O	-26%	-10%	-13%	-0.2%	4%	28%	-4%	-1%
CCOC(=O)c1c(NC(=O)CSc2nc3ccccc3o2)sc(C)c1C	-19%	-3%	-11%	-1.1%	-2%	-25%[46.1 µM]	2%	-5%
Cc1onc(-c2ccccc2Cl)c1C(=O)NNC(=O)c1nn(C)cc1Cl	2%	5%	0%	1.1%	-3%	3%	-2%	4%
O=C(O)c1ccc(N2CC3CC(C2)c2cccc(=O)n2C3)c(NC(=S)Nc2ccc(Cl)cc2Cl)c1 (configuration not stated)	0%	-1%	16µM*	-2.8%	6%	14%	3%	1%
Cc1cc(C(=O)NNC(=S)NC(=O)/C=C/c2ccccc2Cl)n[nH]1	-20%	3%	?	2.1%	-4%	-12%[46.1 µM]	-6%	8%
COC(=O)CCCc1nc2ccccc2s1	-2%	19%	4%	1.0%	-5%	-1%[46.1 µM]	2%	-3%
CC(C)N1CCC(=NNc2ccc([N+](=O)[O-])cc2S(=O)(=O)N2CCOCC2)CC1	-22%	?	?	-0.2%	3%	4%	-2%	?
Cc1cc2c(cc(C(=O)NCCCN3CCOCC3)n2Cc2ccc(Cl)cc2)o1	-23%	-2%	?	4.8%	-2%	9%[46.1 µM]	-5%	-5%
Cc1cc(C)c(C)c(S(=O)(=O)N2CCC(C(=O)Nc3ccccc3N3CCOCC3)CC2)c1C	-6%	-9%	6%	0.0%	1%	-33%	1%	-1%
CC(NC(=O)c1ccc(F)cc1)C(=O)NC1=NCCS1 (configuration not stated)	-11%	-6%	8%	-0.1%	5%	18%	2%	4%
Cc1ccc(NC(=O)C2CC(Cl)=CCC2C(=O)O)c([N+](=O)[O-])c1 (configuration not stated)	-12%	9%	5%	1.1%	-5%	9%	1%	-9%
CCOc1ccc(OCC)c(NC(=O)CN2CCC(NC(=O)c3cccc(F)c3)CC2)c1	-15%	-15%	-3%	-8.7%	1%	-10%[46.1 µM]	3%	-7%
O=[N+]([O-])c1cc(CN2CCOCC2)c2cccnc2c1O	-3%	-1%	4%	-3.3%	3%	-40%	9%	20%

Not all compounds are listed. The share of hits here may be higher or lower than overall.
